Screens deposited in PubChem BioAssay by National Center for Advancing Translational Sciences (NCATS).
SNCA expr inhib: SNCA gene expression inhibition | HEK-293 SNCA-luciferase knock-in, luminescence, 24 h | Potency, µM (top dose mostly 57.2 µM), for the others: at the highest dose activity change, negative = inhibition, actives largely listed as inhibitors | actives 0.17% (n = 140,000) | AID 1671194;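 also: potency is read from the fitted curve at half-maximal effect; plate controls were DMSO cells for no effect and cell-free wells for full effect; nearly all actives have a fitted effect of over 45% in size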
SNCA viab count: reduces viability of HEK-293 SNCA reporter cells; Potency, µM (top dose mostly 57.1 µM), for the others: at the highest dose activity change, negative = cytotoxicity, hits mostly cytotoxic; HEK-293-SNCA-luc viability, GF-AFC fluorescence, 24 h; actives 0.12% (n = 150,000);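 also: potency is read from the fitted curve at half-maximal effect; 0% = DMSO-treated cells and -100% = medium-only wells without cells; nearly all actives have a fitted effect of over 30% in size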
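HEK-293-SNCA-luc cells (1500/well) plated 24 h, then exposed 24 h to a dilution series; GF-AFC added 30 min at 37C, fluorescence 405/540 nm; normalised to medium-only and DMSO wells, Hill fit.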
HEK293 tox: cytotoxic compounds in HEK 293 cells; actives 6.6% (n = 94,000); AID 1345083; Potency, µM (doses to about 115 µM), for the others: at the top dose activity change, negative = cytotoxicity, actives largely listed as inhibitors; HEK 293 viability, ATP luminescence (CellTiter-Glo), 48-72 h; also: potency is read from the fitted curve at half-maximal effect; nearly all actives have a fitted effect of over 60% in size
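250 HEK 293 cells/well; compound by pintool; incubated 48 or 72 hr at 37 degree Celsius; CellTiter-Glo added, 10 min RT, luminescence imaged.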
FLuc inh: inhibitors of firefly (Photinus pyralis) luciferase; purified P. pyralis luciferase, luminescence, biochemical; Potency, µM (highest dose often 115 µM), for inactives: at the highest dose activity change, negative = inhibition, hits mostly inhibitors; actives 2.5% (n = 76,000); AID 1347043; also: potency is read from the fitted curve at half-maximal effect; nearly all actives have a fitted effect of over 65% in size
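Luminescence read by CCD imaging after purified firefly luciferase (10nM final) was added to substrate buffer holding 10uM D-luciferin and 10uM ATP, pH 7.5, pre-dosed with compound.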
GPT2 inh: inhibitors of human GPT2 alanine aminotransferase. Q8TD30. Recombinant GPT2, coupled pyruvate oxidase/HRP Amplex Red fluorescence. Potency, µM (highest dose often 57.7 µM), inactives show at the top dose activity change, negative = inhibition, actives largely listed as inhibitors. actives 0.25% (n = 100,000). AID 1671188; also: potency is read from the fitted curve at half-maximal effect; nearly all actives have a fitted effect of over 60% in size; many of its hits are not listed in these tables
Target sequence (Q8TD30 whole entry, looked up): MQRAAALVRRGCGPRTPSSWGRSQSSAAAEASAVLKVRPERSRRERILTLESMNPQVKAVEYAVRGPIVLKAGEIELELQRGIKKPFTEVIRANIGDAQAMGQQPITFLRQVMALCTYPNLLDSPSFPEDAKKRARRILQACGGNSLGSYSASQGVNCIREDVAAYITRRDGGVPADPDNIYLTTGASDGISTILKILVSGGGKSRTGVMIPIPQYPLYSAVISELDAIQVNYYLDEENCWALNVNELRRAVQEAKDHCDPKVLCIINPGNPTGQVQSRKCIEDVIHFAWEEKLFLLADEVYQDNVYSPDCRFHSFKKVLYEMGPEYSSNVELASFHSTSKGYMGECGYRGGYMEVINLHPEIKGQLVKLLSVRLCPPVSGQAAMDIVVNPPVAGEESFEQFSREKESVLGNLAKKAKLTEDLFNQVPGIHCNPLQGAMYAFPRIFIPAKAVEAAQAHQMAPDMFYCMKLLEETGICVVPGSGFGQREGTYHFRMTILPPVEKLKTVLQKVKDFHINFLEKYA
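Fluorescence of coupled pyruvate oxidase/HRP/Amplex Red system (50uM Amplex, 30 min, dark) reports pyruvate formed by GPT2. Enzyme reaction: 10ng/uL GPT2, 2mM L-alanine, 250uM a-KG, 30 min room temperature, pH 7.5; 50uM AOA control.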
NIH3T3 tox: kills NIH 3T3 cells | NIH 3T3 viability, CellTiter-Glo ATP luminescence, 48-72 h | Potency, µM (highest dose often 96.7 µM), for the others: at the highest dose activity change, negative = cytotoxicity, most hits filed as inhibitors | actives 4.3% (n = 94,000) | AID 1345082; also: potency is read from the fitted curve at half-maximal effect; nearly all actives have a fitted effect of over 55% in size
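Cells were seeded at 400 per well, treated with pin-transferred compound, and kept 48 or 72 hr at 37 °C before CellTiter-Glo addition and luminescence imaging of cellular ATP.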
IP6K1 inh: inhibitors of human IP6K1 | activity change, % (series mostly up to about 58 µM) | actives 0.81% (n = 140,000) | IP6K1 kinase, ADP-Glo luminescence, 2 h; hits give low values | AID 1645851; in the data active = activity change below about -25%
Target sequence (Q92551 whole entry, looked up): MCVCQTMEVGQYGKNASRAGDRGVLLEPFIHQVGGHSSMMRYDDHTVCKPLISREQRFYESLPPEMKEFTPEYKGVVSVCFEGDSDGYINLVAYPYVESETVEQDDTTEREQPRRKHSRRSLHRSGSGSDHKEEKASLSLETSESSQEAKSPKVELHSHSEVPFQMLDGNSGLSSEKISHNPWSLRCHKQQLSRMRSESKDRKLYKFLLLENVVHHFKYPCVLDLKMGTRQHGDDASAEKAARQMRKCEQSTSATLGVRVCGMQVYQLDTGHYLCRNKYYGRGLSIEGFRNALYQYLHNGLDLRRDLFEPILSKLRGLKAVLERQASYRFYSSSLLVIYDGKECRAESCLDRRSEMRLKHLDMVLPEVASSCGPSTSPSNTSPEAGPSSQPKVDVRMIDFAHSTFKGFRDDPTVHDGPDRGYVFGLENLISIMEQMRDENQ
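ADP-Glo luminescence measures ADP made by human IP6K1 during a 2 h RT reaction with ATP/IP6 (mix at 1.3 mM/130 uM); top library doses 57.5 and 19.1 uM final.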
An asterisk follows results filed as active; i = inactive; ? = inconclusive; . = no result given; & = joins results of further samples; ! = not confirmed by another sample; [ ] = dose if it differs, or a comment. Unless noted, calls follow the shape of the dose curve; as a rule, active = well fitted curve in the direction sought with a large enough effect; inconclusive = small, poorly fitted or top-dose-only effect, or another doubt; inactive = no such curve, though single readings can be large; an effect the other way counts as inactive or inconclusive. Unless noted, % is scaled to controls: 0 for no effect and ±100 for the full control effect.

The first two compounds as a preview:
compound	IP6K1 inh	SNCA expr inhib	SNCA viab count	GPT2 inh	HEK293 tox	FLuc inh	NIH3T3 tox
NC(=O)c1cc(-c2cc(NCc3cccnc3)nc3[nH]ccc23)ccc1F	-3	48%[activator]	4%	-3%	-11%	?	?
CCN1C(=O)c2ccccc2S(=O)c2ccc(C(=O)N3CCN(c4ccccc4)CC3)cc21 (configuration not stated)	11	9%	5%	.	.	.	.

The list itself, from the first entry:
compound	IP6K1 inh	SNCA expr inhib	SNCA viab count	GPT2 inh	HEK293 tox	FLuc inh	NIH3T3 tox
NC(=O)c1cc(-c2cc(NCc3cccnc3)nc3[nH]ccc23)ccc1F	-3	48%[activator]	4%	-3%	-11%	?	?
CCN1C(=O)c2ccccc2S(=O)c2ccc(C(=O)N3CCN(c4ccccc4)CC3)cc21 (configuration not stated)	11	9%	5%	.	.	.	.
O=C(Cc1ccc(Cl)cc1)NCC(c1cccs1)S(=O)(=O)c1ccc(Cl)cc1 (configuration not stated)	6	-25%	-20%	.	.	.	.
CCC(C(=O)NCCn1ccn2nc(-c3ccc(OC)cc3)cc2c1=O)c1ccccc1 (configuration not stated)	-2	1%	-29%	-2%	?	8.9µM*	?
CNCCC=C1c2ccccc2CCc2ccccc21	.	5%	-5%	?	.	.	.
COCCN1CCCC[C@]2(C[C@H](CO)[C@H](c3ccccc3)N2C(=O)CC2CCCC2)C1=O	-5	.	.	.	?	.	?
COc1ccc(Cn2c(CCC(=O)Nc3cc(OC)c(OC)c(OC)c3)nc3cccnc32)cc1	17	13%	-21%	.	.	.	.
COc1ccccc1-c1cc(-c2cccnc2)nc2c(C)noc12	-18	-27%[87.6 µM]	5%[87.6 µM]	-6%[88.5 µM]	-23%[172 µM]	8%[172 µM]	?
COC(=O)CNC(=O)c1nc(-c2ccc([S+](C)(=O)[O-])cc2)c2ccccn12	-19	5%	7%	2%	i	.	i
COC(=O)[C@@H](C)NC(=O)[C@H]1CN(C(=O)c2cccnc2)CCN1C(=O)NC(C)C	9	-34%[87.6 µM]	4%[87.6 µM]	?	3%[172 µM]	-4%[172 µM]	-12%[174 µM]
CCOC(=O)C(C)Sc1ccc2nnc(CCNS(=O)(=O)c3ccccc3)n2n1 (configuration not stated)	-2	26%	-3%	.	.	.	.
CSCC[C@H](NC(=O)[C@H](CO)NC(=O)[C@H](CCC(=O)O)NC(C)=O)C(=O)N[C@H](C=O)CC(=O)O	12	.	-8%[12.5 µM]	-8%[11.5 µM]	.	.	.
COc1ccc(Nc2nnc(-c3ccc(C)c(S(=O)(=O)NCc4nc5ccccc5[nH]4)c3)c3ccccc23)cc1	-16	?	?	.	.	.	.
CCCCCNC(=O)c1cccc(-c2ccc(OC)nn2)c1	26	.	.	.	?	.	?
Nc1c(C(=O)Nc2cccc(Cl)c2)sc2nc3c(cc12)CN(Cc1ccccc1)CC3	7	37%[activator]	16%	.	.	.	.
O=C(NC1CCCC1)N1CCC(c2noc(C3CC3)n2)C1 (configuration not stated)	-4	-7%	3%	2%	4%	13%	-18%
CC(C)Cn1nc2n(c1=O)CCN(S(=O)(=O)c1ccc3c(c1)CCCC3)CC2	-8	-8%	1%	i	-28%	8%	-14%
O=C(NCCc1ccccc1F)C1CCc2nnc(-c3ccc(F)cc3)n21 (configuration not stated)	8	-7%	2%	1%	-2%	.	-19%
CCC1Oc2ccc(NC(=O)C3CCCC3)cc2CN(Cc2ccc(F)cc2)C1=O (configuration not stated)	18	-9%	0%	-12%	?	3%	?
CC(C)CNC(=O)C1CC(c2ccccc2F)=NO1 (configuration not stated)	0	55%[activator]	1%	?	5%	-15%	i
Cc1nc2c(C(=O)NCCCN(CC(C)C)CC(C)C)cnn2c(C)c1Cc1c(F)cccc1Cl	2	3%	4%	.	.	.	.
O=c1c2cccnc2n(Cc2ccccc2F)c(=O)n1Cc1ccccc1Cl	19	?	18%	.	.	.	.
COc1ccc(CCC(=O)NCc2nc3cccnc3n2Cc2ccc(F)cc2)cc1	-7	4%	-15%	.	.	.	.
COc1ccc(-c2cc(N3CCC(NC(=O)c4ccc(C#N)cc4)C3)n[nH]2)cc1 (configuration not stated)	11	6%	?	-23%	?	-23%	?
NCC1OC(O[C@H]2[C@H](O)[C@@H](OC3C(O)C(N)CC(N)C3OC3OC(CO)C(O)C(O)C3N)O[C@@H]2CO)C(N)C(O)C1O (some centres not stated)	.	4%	8%	-25%	.	.	.
CCN(C)Cc1nc(C2CCOCC2)nn1CC1COCCO1 (configuration not stated)	-11	-15%	10%	i	-10%	7%	i
Cc1c(F)cccc1CN1CCC2(CC1)CC(c1ccccc1)C(=O)N2C (configuration not stated)	16	-21%	-1%	-5%	?	-5%	-21%
CC(C)(C)C1CCc2c(sc(NC(=O)Cn3nnc(-c4ccccc4F)n3)c2C#N)C1 (configuration not stated)	29	15%	10%	.	.	.	.
O=C(N[C@@H]1CN(C(=O)c2nccc3ccccc23)C[C@H]1CO)c1ccccc1	-1	-12%	?	i	3%	.	-16%
COc1ccc(C)cc1-c1ccc(COc2ccc3c(cnn3CCC(=O)O)c2)cc1	-5	-10%[87.6 µM]	-1%[87.6 µM]	1%[88.5 µM]	?	-4%[172 µM]	-16%[138 µM]
COC(=O)[C@@H]1Cc2c([nH]c3ccccc23)[C@H]2C[C@@H](N3CCCCC3)C[C@@H](c3ccccc3F)N21	7	-7%	-11%	-7%	22µM*	3%	?
Cc1cc(C)c(NC(=O)CSc2nc(C)cc(C)c2C#N)c(C)c1	7	?	12%	.	.	.	.
CCC(C)NC(=O)CSc1nc2cc3c(cc2c(=O)n1CCCCCC(=O)NCc1ccc(OC)cc1)OCO3 (configuration not stated)	40	17%	9%	.	.	.	.
CN(C)c1ncc2c(n1)C(C)(C(=O)NCCOc1ccccc1)CCC2 (configuration not stated)	5	12%[87.6 µM]	-8%[87.6 µM]	1%[88.5 µM]	?	5%[172 µM]	?
COc1ccc2c(c1)CN(C(=O)N1CCOCC1)CC[C@H]1COC(=O)N21	-13	-8%[87.6 µM]	4%[87.6 µM]	-6%[88.5 µM]	-3%[172 µM]	-1%[172 µM]	i
Cc1ccc(-n2cnc3cc(C(=O)NC4CCCCCC4)ccc32)cc1Cl	31	17%	19%	.	.	.	.
O=C(Cc1ccccc1)N1CCCC2(C1)Nc1cccnc1NC2=NC1CCCC1 (configuration not stated)	3	21%	-18%	-16%	-11%	-2%	-8%
O=[S+]([O-])(Nc1cccnc1)c1ccc2c(c1)OCCN(Cc1ccccc1F)C2	6	-22%[87.6 µM]	1%[87.6 µM]	0%[88.5 µM]	-22%[172 µM]	0%[172 µM]	?
Cn1ncc2c(C(=O)NCc3ccc(F)cc3)cc(C(C)(C)C)nc21	7&2	-11%&-21%[87.6 µM]	4%[12.5 µM]	?	100µM*!	.	?
CC(C)S(=O)(=O)c1ncc(CN(C)Cc2cnn(C)c2)n1CCc1ccccc1	15	-10%	1%	-2%	-6%	-3%	-19%
Cc1ccc(CN2CCc3nc(N4CCN(C)CC4)ncc3C2)s1	14	-16%	10%	.	.	.	.
Cn1cc(CN2CCOC[C@H]2c2ncc(C(C)(C)C)[nH]2)c2ccccc21	14	-2%[87.6 µM]	-8%[87.6 µM]	?	63µM*	-3%[172 µM]	?
O=C(c1ccc(Cl)cc1)N1CCC(N(C(=O)C2CC2)C2CCOCC2)CC1	0	5%	6%	1%	4%	-1%	?
CC1CCN(C(=O)c2ccccc2OCC2CCCN(C3CCSCC3)C2)CC1 (configuration not stated)	-6	0%	-29%	i	-30%	-5%	-13%
CC1=NS(=O)(=O)N(C)C=C1C(=O)OCc1nc(-c2ccccc2Cl)no1	14	11%	15%	3%	?	-12%	-22%
COc1cc(Nc2ncc3c(n2)CCN(Cc2ccc(OC(C)C)c(OC)c2)C3)cc(OC)c1	-17	23%	-13%	.	.	.	.
O=c1c2oc3ccccc3c2n(Cc2ccc(Cl)cc2)c(=O)n1Cc1ccccc1	53	-6%	13%	.	.	.	.
NC(=O)Cc1c[nH]c2ncc(-c3ccc(Cl)cc3)cc12	-43*	10%[87.6 µM]	-3%[87.6 µM]	4%[88.5 µM]	?	79µM*	?
COC(=O)C1CCN(C(=O)CC[C@H]2CNC(=O)[C@@H]3[C@@H](CCN3Cc3ccc(O)cc3)N2C)CC1	6	2%	-2%	-2%	i	2%	i
O=C(c1ccc(Cl)cc1)N1CC2(CCCN(C3CCCCC3)C2)Cc2ccccc21 (configuration not stated)	-15	-18%	-13%	-5%	?	.	?
O=C([C@@H]1C[C@H](F)CN1C(=O)Cc1cccs1)N1CCc2ccccc2C1	0	7%	-7%	-3%	-13%	-5%	-7%
CCOc1ccc(S(=O)(=O)NCc2ccc3c(c2)CCN3C(=O)c2ccc(C)cc2)cc1	6	30%	-2%	.	.	.	.
c1cnc2nc(-c3c[nH]c4ncccc34)[nH]c2c1	-44*!	55%&42%[activator][87.6 µM]	-29%&-11%[87.6 µM]	-58%&-3%[88.5 µM]	?	89µM*	?
COc1cc(OC)cc(C(=O)N[C@@H]2CN(c3ncccn3)C[C@H]2CO)c1	3	0%	2%	1%	i	-6%	i
Cc1cc(C)c(NC(=O)Cn2c(=O)c3cccn3c3ccccc32)c(C)c1	-2	-26%	5%	.	.	.	.
COc1cccc(-c2nc(SCC(=O)NCC3CCCO3)c(-c3ccc(Cl)cc3)[nH]2)c1 (configuration not stated)	21	?	?	.	.	.	.
CNC(=O)CCC[C@@H]1[C@H]2CCCN3CCC[C@@H](CN1C(=O)C1CCCCC1)[C@@H]23	-14	-16%	1%	3%	14%	15%	i
CC(C)c1ncc(-c2ccccc2)[nH]1	-8	26%[87.6 µM]	-7%[87.6 µM]	i	-7%[230 µM]	.	-3%[174 µM]

Single records, from the list above. Order of values: IP6K1 inh | SNCA expr inhib | SNCA viab count | GPT2 inh | HEK293 tox | FLuc inh | NIH3T3 tox
`CC(C)c1ncc(-c2ccccc2)[nH]1` is listed with -8 | 26%[87.6 µM] | -7%[87.6 µM] | i | -7%[230 µM] | . | -3%[174 µM]
`O=C(c1ccc(Cl)cc1)N1CC2(CCCN(C3CCCCC3)C2)Cc2ccccc21` (configuration not stated) is listed with -15 | -18% | -13% | -5% | ? | . | ?
